From PubChem
GSTO1 counter: inhibitors of recombinant GSTO1, primary screen, counter-screen for RBBP9 inhibitor project, biochemical, fluorescence polarization | activity-based probe fluorescence polarization | inhibition, % at 5.96 µM | 300,000 compounds, 1.1% hits;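 active means inhibition above the campaign mean inhibition plus 3 SD, cut at about 35% in these data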;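 further: 0% = GSTO1-1 with DMSO and 100% = wells lacking GSTO1-1 enzyme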
PAFAH1B3 FP inh: PAFAH1B3 enzyme inhibitors, primary screen, biochemical, fluorescence polarization, human. Platelet-activating factor acetylhydrolase IB subunit alpha1 (Homo sapiens), Q15102. inhibition, % at 3.39 µM. AID 492972, 2010. recombinant PAFAH1B3, FP-rhodamine probe. 340,000 compounds, 0.28% hits;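 active means inhibition above the screen-wide average of all tested compounds plus 3 SD, cut at about 25% in these data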;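 further: 0% = enzyme with DMSO only and 100% = wells lacking PAFAH1B3 protein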
PAD4 inh: human PAD4 inhibitors, primary screen, biochemical, fluorescence polarization, 1536-well format | Protein-arginine deiminase type-4 (Homo sapiens), Q9UM07 | recombinant PAD4, RCA probe fluorescence polarization | inhibition, % at 6.36 µM | 330,000 compounds, 0.41% hits | AID 485272, 2010;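 active means percent inhibition above a cutoff equal to the mean of all tested compounds plus 3 SD, cut at about 15% in these data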;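 further: 0% = PAD4 with RCA probe and DMSO and 100% = probe without PAD4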
Target sequence (Q9UM07 whole entry, looked up): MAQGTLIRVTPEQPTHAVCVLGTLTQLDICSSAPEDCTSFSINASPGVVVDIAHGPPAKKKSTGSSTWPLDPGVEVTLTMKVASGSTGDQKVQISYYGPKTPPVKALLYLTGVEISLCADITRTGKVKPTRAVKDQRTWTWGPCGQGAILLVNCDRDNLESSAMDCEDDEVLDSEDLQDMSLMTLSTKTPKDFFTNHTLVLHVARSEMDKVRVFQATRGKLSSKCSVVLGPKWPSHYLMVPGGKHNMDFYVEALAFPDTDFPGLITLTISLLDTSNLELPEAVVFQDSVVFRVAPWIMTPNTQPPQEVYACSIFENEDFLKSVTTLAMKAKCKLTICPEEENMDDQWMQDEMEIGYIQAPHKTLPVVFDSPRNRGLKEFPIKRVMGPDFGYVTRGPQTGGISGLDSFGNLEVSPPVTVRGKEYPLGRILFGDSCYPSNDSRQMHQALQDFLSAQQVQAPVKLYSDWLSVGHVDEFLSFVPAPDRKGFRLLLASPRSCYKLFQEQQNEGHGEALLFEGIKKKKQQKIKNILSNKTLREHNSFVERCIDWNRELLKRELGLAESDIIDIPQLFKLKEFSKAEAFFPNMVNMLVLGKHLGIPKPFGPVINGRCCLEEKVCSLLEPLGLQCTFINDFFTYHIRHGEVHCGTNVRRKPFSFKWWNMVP
PME-1 primary: PME-1 inhibitors via competitive probe labeling, primary screen, biochemical, fluorescence polarization, FP-Rh probe, HTS | Protein phosphatase methylesterase 1 (Homo sapiens), Q9Y570 | recombinant PME-1 | inhibition, % at 5.9 µM | 320,000 compounds, 0.53% hits | AID 2130, 2009;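 active means inhibition above the campaign mean of all compounds plus 3 SD, cut at about 26% in these data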;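 further: competitive labeling of PME-1 active site by serine hydrolase directed probe; 0% = PME-1 with DMSO and 100% = wells lacking PME-1 enzyme; inhibitors block probe labeling so polarization falls and inhibition rises; many of its hits are not listed in these tables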
PREPL inhibitor: PREPL enzyme inhibitors, primary screen, biochemical, fluorescence polarization; recombinant PREPL, fluorescence polarization activity-based probe; inhibition, % at 5.96 µM; Prolyl endopeptidase-like (Homo sapiens), Q4J6C6; 320,000 compounds, 0.68% hits; in the data active means inhibition above about 43%;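 further: 0% = enzyme with DMSO and 100% = wells lacking enzyme; many of its hits are not listed in these tables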
LYPLA1 inh: LYPLA1 inhibitors, primary screen, counter-screen for PME1 inhibitor project, biochemical, fluorescence polarization, FP-Rh probe ABPP. inhibition, % at 5.9 µM. recombinant LYPLA1. AID 2174, 2009. 320,000 compounds, 0.16% hits. Acyl-protein thioesterase 1 (Homo sapiens), O75608;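 active means inhibition above the mean of all tested compounds plus 3 SD, set per campaign, cut at about 14% in these data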;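 further: inhibitors block serine hydrolase probe labeling of LYPLA1 so polarization falls; 0% = enzyme with DMSO and 100% = wells lacking LYPLA1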
pPAFAH FP inh: pPAFAH enzyme inhibitors, primary screen, biochemical, fluorescence polarization, human; Platelet-activating factor acetylhydrolase (Homo sapiens), Q13093; recombinant pPAFAH, FP-rhodamine probe fluorescence polarization; inhibition, % at 3.39 µM; 330,000 compounds, 1.5% hits; AID 463082, 2010;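 active means inhibition above the mean inhibition across the screen plus 3 SD, cut at about 25% in these data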;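 further: inhibitors block binding of the rhodamine activity-based probe so polarization drops; 0% = enzyme with DMSO and 100% = wells lacking pPAFAH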
Target sequence (Q13093 whole entry, looked up): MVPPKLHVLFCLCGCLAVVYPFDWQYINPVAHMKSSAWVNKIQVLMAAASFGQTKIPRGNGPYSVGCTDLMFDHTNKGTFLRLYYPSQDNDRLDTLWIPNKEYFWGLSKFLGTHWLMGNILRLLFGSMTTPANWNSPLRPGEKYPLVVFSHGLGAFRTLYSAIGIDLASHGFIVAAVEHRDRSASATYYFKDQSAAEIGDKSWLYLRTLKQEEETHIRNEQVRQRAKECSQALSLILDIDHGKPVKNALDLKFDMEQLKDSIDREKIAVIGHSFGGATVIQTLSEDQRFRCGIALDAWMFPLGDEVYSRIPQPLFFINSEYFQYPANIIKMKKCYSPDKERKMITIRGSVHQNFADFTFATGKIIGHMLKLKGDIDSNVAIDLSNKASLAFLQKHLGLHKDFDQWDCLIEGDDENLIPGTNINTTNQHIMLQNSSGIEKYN
PAFAH1B2 inh: PAFAH1B2 enzyme inhibitors, primary screen, biochemical, fluorescence polarization, human; Platelet-activating factor acetylhydrolase IB subunit alpha2 (Homo sapiens), P68402; recombinant PAFAH1B2, FP-rhodamine activity probe; inhibition, % at 3.39 µM; 340,000 compounds, 1.2% hits; AID 492953, 2010;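 active means inhibition above the mean of all tested compounds plus 3 SD, cut at about 24% in these data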;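 further: 0% = enzyme with DMSO and 100% = wells lacking PAFAH1B2; many of its hits are not listed in these tables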
LYPLA2 inh: LYPLA2 inhibitors, primary screen, counter-screen for PME1 inhibitor project, biochemical, fluorescence polarization, FP-Rh probe ABPP. AID 2177, 2009. Acyl-protein thioesterase 2 (Homo sapiens), O95372. inhibition, % at 5.9 µM. recombinant LYPLA2. 320,000 compounds, 0.38% hits;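 active means inhibition above the screen-wide mean plus 3 SD, limit set per campaign, cut at about 26% in these data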;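 further: 0% = LYPLA2 with DMSO and 100% = wells lacking LYPLA2 enzyme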
* = called active by the depositor; x = not tested or not shown. The list is partial; rates above refer to the full screens.

SMILES	GSTO1 counter	PAFAH1B3 FP inh	PAD4 inh	PME-1 primary	PREPL inhibitor	LYPLA1 inh	pPAFAH FP inh	PAFAH1B2 inh	LYPLA2 inh
Cc1ccc(OCCCN2CCOCC2)c([N+](=O)[O-])c1	1	3	-3	9	9	-1	1	3	0
O=C(C(=O)N1CCCc2ccccc21)c1c[nH]c2ccccc12	-1	-2	-2	-3	-4	-2	0	4	4
Cc1cccc(OCC(=O)NCc2ccc(F)cc2)c1	1	10	-2	4	-11	3	9	-3	4
O=C(NNC(=S)NC1CCCCC1)c1ccccc1O	-15	9	-1	6	5	3	6	3	-4
CCOC(=O)C1=C(O)c2ccccc2C(=O)/C1=C\c1ccc(CC)cc1	31	0	-42	6	6	0	11	-1	4
CC(=O)c1ccc(OCC(O)CN2CCCC(C)C2)cc1 (centres undefined)	0	4	-9	-1	9	4	-3	4	3
COc1cccc(-n2c(=O)c3ccccc3n(CC(=O)NCC3CCCO3)c2=O)c1 (centres undefined)	1	6	-4	-3	0	-1	-3	2	2
CCOC(=O)C1CCCN(C(=O)CC(C)c2ccccc2)C1 (centres undefined)	2	6	-5	-5	0	0	3	4	4
CCOc1ccc(CCNC(=O)c2c(C)nn(-c3ccccc3)c2Cl)cc1OCC	-3	4	4	2	12	-3	5	-4	-1
COc1ccc(C(=O)CSc2nnc(CNC(=O)c3ccccc3F)n2C)cc1OC	5	2	0	-1	-1	-3	-2	-3	-2
CCOC(=O)c1c(NC(=O)CSc2nc3ccc(C)cc3[nH]2)sc2c1CC(C)(C)NC2(C)C	-9	3	7	-17	-10	-5	8	-3	-13
CCOC(=O)C(NC(C)=O)C(=O)Nc1c(C)cccc1C (centres undefined)	7	15	1	-7	11	0	-2	-2	1
COc1ccc2[nH]c(=O)c(-c3noc(-c4ccc(F)cc4)n3)cc2c1	-3	4	2	10	2	-6	8	1	-2
Cc1noc(NS(=O)(=O)c2ccc(NC(=O)COc3ccccc3)cc2)c1C	1	5	-5	4	6	2	7	4	2
Nc1nc(-c2ccc(Cl)cc2Cl)cn1N	2	3	3	-2	-2	-3	-2	0	-2

Quoted from the listing.
LYPLA2 inh result of COc1ccc(C(=O)CSc2nnc(CNC(=O)c3ccccc3F)n2C)cc1OC : -2
LYPLA2 inh result of CCOC(=O)c1c(NC(=O)CSc2nc3ccc(C)cc3[nH]2)sc2c1CC(C)(C)NC2(C)C : -13
PREPL inhibitor result of COc1cccc(-n2c(=O)c3ccccc3n(CC(=O)NCC3CCCO3)c2=O)c1 (centres undefined) : 0

New compounds follow:
SMILES	GSTO1 counter	PAFAH1B3 FP inh	PAD4 inh	PME-1 primary	PREPL inhibitor	LYPLA1 inh	pPAFAH FP inh	PAFAH1B2 inh	LYPLA2 inh
COC(=O)c1ccc(S(=O)(=O)N2CCCN(Cc3ccccc3)CC2)n1C	9	1	-3	0	8	0	0	0	6
O=C(Nc1cccc(Cl)c1)N(CCN1CCOCC1)Cc1cccc(Cl)c1	-5	1	-4	1	-16	-3	2	-5	1
O=C(C1CCN(S(=O)(=O)c2cccc3nsnc23)CC1)N1CCCCC1	-11	6	1	1	3	1	5	1	1
CC1CCCC(NC(=O)CN(C)CC(=O)Nc2cccc(F)c2)C1C (centres undefined)	x	2	-1	-6	1	1	4	7	3
CC(C)OCCCNC(=O)Cn1ccc2cc(S(=O)(=O)N3CCCCC3)ccc21	1	2	2	3	2	2	7	5	9
Cc1nn(-c2ccccc2)c(-c2ccccc2)c1C(=O)O	9	4	-4	-6	8	1	0	-2	5
O=C(CN1CCN(Cc2ccccc2F)CC1)Nc1ccccc1Cl	0	2	4	-2	14	-3	4	2	0
NS(=O)(=O)c1ccc(CCNC(=O)C2CCCN2C(=O)OCc2ccccc2)cc1 (centres undefined)	4	5	-2	-6	1	-2	4	1	-2
CCCc1c(C)nc(N2CCN(c3ccccc3F)CC2)[nH]c1=O	0	-4	2	2	7	2	2	-1	4
O=C(c1ccccc1)N1CCN(C(=O)c2nn3c(C(F)(F)F)cc(-c4ccco4)nc3c2Cl)CC1	3	2	1	0	-4	4	1	-4	-3
O=C(c1c(F)cccc1F)N1CCN(c2cccc(C(F)(F)F)c2)CC1	-1	2	-4	0	10	1	-1	6	-1
C/C(=N/NC(=O)CC1N=C(Cc2ccccc2)NNC1=O)c1cccnc1 (centres undefined)	2	1	0	-3	1	-1	-1	-1	-3
O=C(Oc1ccccc1)c1cccnc1Oc1ccccc1	0	-3	-1	3	5	-1	9	8	-2
CCOC(=O)c1cc2c(ccn2C)n1CC(=O)N1CCC(C)CC1	-5	-3	0	-1	1	3	6	2	2
Cc1ccc(C(=O)N2CCN(S(=O)(=O)c3ccccc3)CC2)cc1	9	4	-4	3	1	0	2	9	16
CCOc1ccc(C(=O)Nc2c(C(N)=O)oc3ccccc23)cc1	-8	2	-3	-21	-3	-4	-4	1	-2
c1ccc(CSc2n[nH]c(-c3ccco3)n2)cc1	3	-1	1	-6	14	-3	-1	-2	6
COc1ccc(-c2cc(C(=O)NCC3CCCO3)c3cc(C)ccc3n2)cc1 (centres undefined)	1	10	-2	0	8	-3	0	-2	-2
Cc1cccc(N2C(=O)C3C4CC(C(Br)C4Br)C3C2=O)n1 (centres undefined)	4	1	0	4	-3	0	1	10	-2
Cc1cc(C(=O)NC(C)C2CCCO2)c(C)o1 (centres undefined)	42*	0	-1	1	0	-2	5	8	3
O=c1c2ccccc2nc(-c2ccco2)n1/N=C/c1ccccc1O	0	-4	2	3	4	-1	5	0	6
CCCN(CCC)S(=O)(=O)c1ccc(NS(C)(=O)=O)cc1	10	2	-3	2	-6	2	1	4	6
CN(C)S(=O)(=O)c1ccc(C(=O)OCC2CC2(Cl)Cl)cc1 (centres undefined)	-6	4	-8	0	10	0	3	4	3
Cc1onc(-c2ccccc2Cl)c1C(=O)N1CCN(c2ccccc2)CC1	-2	-3	5	3	-3	1	0	2	0
O=S(=O)(NCc1ccc(Cl)cc1)c1ccc(Cl)nc1	14	5	-2	2	-9	-3	5	34*	-1
COc1ccccc1NC(=O)CSc1nn2c(=O)c(C)nnc2s1	1	-6	-1	1	5	4	1	-1	1
CCOCCCn1c(SCC(=O)Nc2ccc(OC)cc2)nc2ccccc2c1=O	-2	3	-3	0	20	-4	-1	7	-6
CC(=O)N1CCc2ccccc2C1CC(=O)O (centres undefined)	-6	3	1	-1	3	0	10	0	-1
CCOc1cc(C(=O)NC(C)Cc2cccs2)cc(OCC)c1OCC (centres undefined)	-9	6	-1	2	-2	1	2	3	0
Cc1ccc2c(CSc3nnc(N)s3)cc(=O)oc2c1	4	-3	-4	-4	-28	-3	-5	0	-1
Cc1ccc(NC(=O)CSc2nc(N)c3cc4c(nc3n2)CCCC4)cc1	-7	5	-3	-1	-8	-5	-1	-6	-4
COC(=O)[C@]1(C)N[C@H](c2ccc(-c3ccc(F)cc3)cc2)[C@@H]2C(=O)N(C)C(=O)[C@@H]21	0	11	0	-3	8	0	4	6	5
O=C(Cc1cccs1)N1CCN(c2cccc(Cl)c2)CC1	12	-5	0	6	-3	-2	2	2	4
Cc1nnc(N/N=C/c2c(Cl)cccc2Cl)n1N	8	-4	33*	-2	-8	-3	-1	6	0
CSc1nc2ccc(NC(=O)c3ccc(=O)n(C)n3)cc2s1	-6	-4	2	-11	10	-5	-1	-2	-4
CCc1nnc(NC(=O)c2ccc(S(=O)(=O)N3CCCC(C)C3)cc2)o1 (centres undefined)	2	7	0	2	6	3	6	5	1
O=C(Cn1ncc(N2CCOCC2)c(Br)c1=O)c1ccc(Cl)cc1	11	7	6	6	17	2	5	5	3
COC(=O)C1=C(N)Oc2cc(C)[nH]c(=O)c2C1c1ccncc1 (centres undefined)	-4	7	5	-2	-11	1	3	-5	2
CCOC(=O)N1CCN(C(=O)CSc2nnc(-c3cccs3)o2)CC1	3	2	5	1	-5	1	1	1	-4
COC(=O)NNC(=S)NCc1ccc(C)cc1	-5	2	2	-1	0	1	1	6	-4
O=C(Cn1c(=O)sc2ccccc21)NCc1ccccn1	-1	11	-2	0	-6	4	1	-1	-2
COc1ccc(-c2c(C#N)c(N)nc3c2c(=O)n(C)c(=O)n3C)cc1	12	8	-1	10	2	-2	1	1	-6
O=C(COC(=O)c1cnccn1)NCCc1ccc(Cl)cc1Cl	0	5	1	-6	9	-1	-3	1	-4
COC(=O)CN1C(=O)N/C(=C/c2cc3c(cc2OC)OCO3)C1=O	4	10	0	7	-4	-3	14	3	-1
CCOC(=O)C1=C(c2ccccc2)N=c2s/c(=C\c3ccco3)c(=O)n2C1c1cccs1 (centres undefined)	10	8	-4	-1	3	-5	29*	8	-4
CCOCc1[nH]c(=S)[nH]c(=O)c1Cc1ccc(OC(C)C)cc1	8	8	-2	-8	-22	6	1	3	-3
CCn1c(COc2ccc(Cl)cc2)nnc1SC1CCc2ccccc2C1=O (centres undefined)	6	-4	-10	4	-40	-1	7	6	-1
Cc1ccccc1C(=O)N[C@H](C(=O)Nc1ccc(Cl)c(Cl)c1)C(C)C	-10	-2	-6	7	-3	-2	0	1	1
Cc1ccc(CNc2cnn(C34CC5CC(CC(C5)C3)C4)c(=O)c2Cl)cc1	-2	6	-5	-5	6	2	1	2	-5
COc1cccc(C(=O)NNC(=O)C2CCCO2)c1 (centres undefined)	8	-4	4	-3	14	-3	2	2	-2
O=C(Nc1nnc(C2CC2)s1)c1cc(Cl)sc1Cl	-60	4	0	0	22	1	4	-4	11
COCc1c(C(=O)OCC(=O)N(C)C2CCS(=O)(=O)C2)oc2ccccc12 (centres undefined)	x	-3	-4	2	8	1	6	-2	11
CCCc1cc(C(=O)OC)c(NC(=O)c2cc(C)on2)s1	13	11	2	-2	4	-5	5	0	-9
CCCN1C(=O)/C(=C\C=C2/Sc3ccccc3N2CCO)SC1=S	-76	-25	-99	-74	-71	-29	-25	-14	-82
Cc1ccc(C(=O)OC2OC(=O)C(Cl)=C2N2CCOCC2)cc1 (centres undefined)	0	-14	3	1	43*	1	6	-3	17
COc1ccc(S(=O)(=O)N2CCN(C(=O)c3ccc(NC(C)=O)cc3)CC2)cc1	x	-2	-2	-3	-10	-3	3	-3	1
CC1(C)Cc2c(C#N)c(NCCN3CCOCC3)nc(-c3ccco3)c2CO1	-2	-1	0	6	9	2	6	3	1
CN(Cc1ccccc1)C(=C(Cl)Cl)/C(=C1/NCCN1C)[N+](=O)[O-]	-1	8	-10	0	-10	1	2	10	-7
COc1ccc(C(=O)CNc2ccccc2CO)cc1	12	3	0	-1	2	-1	5	4	-7
Nc1nncn1C(=O)CCCOc1ccc(Cl)cc1Cl	5	8	5	4	13	-2	0	2	5
